Screens: PubChem, several laboratories
MEX-5 binding: C. elegans MEX-5 TCR-2 RNA binding activity; MEX-5/FITC-TCR2 RNA binding, fluorescence polarization; stronger effect = lower value; activity score (negative = inhibition of binding), % at 10 µM; 0.38% of 300,000 active; Q9XUB2; AID 1832;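 active = inhibition past about -25% in most replicates, and total fluorescence under double the plate's negative control median, limit read from the data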;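 also: 0% = DMSO and -100% = 5 µM competing unlabeled TCR2 RNA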
GRK2 aptamer HTS: blocks RNA aptamer binding to human GRK2. bead flow cytometry, FAM-aptamer displacement from GRK2. inhibition of aptamer binding, % at 10 µM. 0.59% of 330,000 active. P25098;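 active = inhibition of aptamer binding above 40%, roughly 3 SD of noise, on plates passing a quality check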;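 also: median bead fluorescence of bound FAM aptamer so fluorescent compounds give negative values; no value below 0 was filed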
Target sequence (P25098 whole entry, looked up): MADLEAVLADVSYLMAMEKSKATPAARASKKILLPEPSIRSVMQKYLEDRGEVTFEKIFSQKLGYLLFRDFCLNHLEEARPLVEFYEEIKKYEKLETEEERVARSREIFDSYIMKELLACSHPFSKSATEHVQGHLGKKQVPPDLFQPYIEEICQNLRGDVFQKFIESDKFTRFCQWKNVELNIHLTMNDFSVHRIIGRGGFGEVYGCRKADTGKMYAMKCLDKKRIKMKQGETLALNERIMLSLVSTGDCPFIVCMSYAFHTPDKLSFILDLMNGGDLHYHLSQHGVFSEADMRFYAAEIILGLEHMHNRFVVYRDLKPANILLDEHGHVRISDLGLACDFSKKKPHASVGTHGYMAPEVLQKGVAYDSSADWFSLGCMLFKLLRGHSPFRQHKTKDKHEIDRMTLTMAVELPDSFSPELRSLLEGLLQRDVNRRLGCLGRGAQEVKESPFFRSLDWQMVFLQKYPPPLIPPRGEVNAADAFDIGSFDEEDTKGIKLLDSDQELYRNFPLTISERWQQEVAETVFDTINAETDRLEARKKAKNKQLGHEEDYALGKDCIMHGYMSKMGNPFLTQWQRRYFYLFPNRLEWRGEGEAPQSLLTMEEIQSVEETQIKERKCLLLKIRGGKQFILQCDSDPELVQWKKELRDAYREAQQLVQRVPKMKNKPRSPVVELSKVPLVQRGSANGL
MCL1 BIM primary: disrupts human MCL1 binding to BIM-BH3 peptide; inhibition, % at 10.9 µM; GST-MCL1 / FITC-Bim-BH3 fluorescence polarization; AID 2057; Q07820; 0.68% of 320,000 active;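 active = inhibition above the mean inhibition of all tested compounds plus 3 SD, set per campaign, cut at about 40% in these data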;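 also: 0% = DMSO wells and 100% = unlabeled Bim-BH3 peptide control; higher means more loss of mP so more displacement of Bim peptide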
VLA-4 inh: inhibition in a human VLA-4 binding assay. P13612. VLA-4 expressing cells, ligand binding flow cytometry. inhibition, % (about 7 µM as worked out from the volumes in the protocol). 0.2% of 330,000 active. AID 2557; in the data active = inhibition above about 50%
Efflux pump mplx: inhibitors of Candida antifungal efflux pumps expressed in yeast | 0.44% of 330,000 active | inhibition, % at 10 µM | S. cerevisiae Candida pump triplex, Nile Red efflux;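 active = plate passing quality check with inhibition over a set limit, or well fluorescence over plate mean plus 4 SD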;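 also: Nile Red retained in pooled yeast measured as flow cytometry median fluorescence; 0% = buffer negative control and 100% = Enniatin B positive control; higher means more Nile Red kept so more efflux inhibition; some compounds called inactive have numbers as strong as hits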
Fam108B counter: blocks mouse Fam108B hydrolase in RBBP9 counter-screen | recombinant Fam108B, FP-Rh probe fluorescence polarization | inhibition, % at 9.51 µM | 0.33% of 300,000 active;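 active = inhibition above the screen mean inhibition plus 3 SD, computed separately per campaign, cut at about 18% in these data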;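 also: inhibitors lower polarization as less probe binds the enzyme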
Bcl-xL primary: Bcl-xL (human) inhibition | Q07817 | GST-Bcl-xL / FITC-Bim BH3 peptide fluorescence polarization | inhibition, % at 10.9 µM | 0.7% of 320,000 active;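 active = inhibition above the mean of all tested compounds plus 3 SD, cutoff set per campaign, cut at about 30% in these data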;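 also: 0% = DMSO wells and 100% = unlabeled Bim-BH3 peptide competitor; inhibitors lower millipolarization by displacing the labeled peptide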
Target sequence (Q07817 whole entry, looked up): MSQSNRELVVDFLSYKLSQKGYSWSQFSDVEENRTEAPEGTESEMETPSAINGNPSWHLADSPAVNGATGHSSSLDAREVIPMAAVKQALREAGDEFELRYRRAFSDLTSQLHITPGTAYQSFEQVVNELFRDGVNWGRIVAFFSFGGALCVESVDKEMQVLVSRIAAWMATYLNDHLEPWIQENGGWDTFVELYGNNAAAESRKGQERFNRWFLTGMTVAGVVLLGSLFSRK
GLD-1 TGE inh: GLD-1-TGE RNA interaction inhibition (C. elegans); purified GLD-1 + fluorescein TGE RNA, fluorescence polarization; Q17339; inhibition, % at 5.96 µM; 0.44% of 320,000 active;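 active = percent inhibition above a per-plate cutoff, the plate mean of test compounds plus 3 SD, cut at about 30% in these data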;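 also: 0% = DMSO wells with GLD-1 and probe and 100% = wells lacking GLD-1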
PME-1 primary: blocks human protein phosphatase methylesterase 1 | Q9Y570 | inhibition, % at 5.9 µM | AID 2130 | recombinant PME-1, FP-Rh probe fluorescence polarization | 0.53% of 320,000 active;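 active = inhibition above the campaign mean of all compounds plus 3 SD, cut at about 26% in these data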;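 also: competitive labeling of PME-1 active site by serine hydrolase directed probe; 0% = PME-1 with DMSO and 100% = wells lacking PME-1 enzyme; inhibitors block probe labeling so polarization falls and inhibition rises; many of its hits are not listed in these tables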
* marks the source's active call; other numbers are inactive results; . = not tested or not shown.

SMILES	MEX-5 binding	GRK2 aptamer HTS	MCL1 BIM primary	VLA-4 inh	Efflux pump mplx	Fam108B counter	Bcl-xL primary	GLD-1 TGE inh	PME-1 primary
CN1CCN(C(=O)CN(CCc2ccccc2)S(C)(=O)=O)CC1	3.0	0.0	2.1	-6.9	0.0	-4.3	3.2	9.0	0.7
CC1CCCN(CCC(=O)c2ccc(Br)cc2)C1 (stereo not given)	.	0.0	15.8	21.3	0.0	-4.6	0.3	3.8	-2.8
CCCCn1c(SCC(=O)Nc2cc(C)on2)nnc1-c1ccncc1	-0.4	2.0	-1.8	-9.8	0.0	-1.7	-0.9	-5.0	3.1
Cc1cccc2cc(-c3nc4c(C)cccn4c3NCc3ccco3)c(=O)[nH]c12	0.8	3.0	6.8	-11.8	0.1	1.6	9.2	-0.8	1.3
CCCCn1c(N)c(N(CC(C)C)C(=O)COC(=O)Cc2c(C)nc3ccccc3c2C)c(=O)[nH]c1=O	-1.0	1.0	-5.1	-1.9	-0.1	1.2	-1.5	-0.2	0.6
CCOC(=O)C1=C(COC(=O)CCc2ccc(CC)cc2)NC(=O)NC1C (stereo not given)	.	2.0	-9.2	0.0	0.1	.	0.5	4.8	18.4
Cc1ccc(NC(=O)CCNS(=O)(=O)c2ccc(Br)s2)cc1	0.7	0.0	-2.6	17.5	0.3	-5.1	-5.7	-3.2	-8.9
CSc1ccccc1NC(=O)CN(c1cccc(C)c1)S(C)(=O)=O	-0.1	2.0	-5.8	-3.9	-0.1	4.7	0.6	0.7	-7.2
Cc1ccc(C(CC(=O)NCc2ccco2)c2ccccc2)c(O)c1 (stereo not given)	-0.5	0.0	4.2	9.8	0.1	-3.3	3.7	-4.9	-4.8
CCCn1c(-c2cccs2)nc2c1c(=O)[nH]c(=O)n2Cc1ccccc1	-1.6	1.0	-3.5	15.5	0.1	3.6	-4.2	2.0	1.6
CCC(OC(=O)c1ccco1)C(=O)NCc1ccco1 (stereo not given)	-0.5	2.0	5.0	3.8	0.2	0.0	-1.2	8.1	2.3
Cc1cc2c(c(=O)n1Cc1ccco1)C(c1cccnc1)C(C#N)=C(N)O2 (stereo not given)	-5.8	4.0	45.3*	-6.0	0.1	-1.8	47.1*	22.6	-7.4
COc1ccc(Cc2noc(CN3CCN(c4ccc(Cl)cn4)CC3)n2)cc1OC	1.7	0.0	6.2	7.9	0.1	0.5	7.1	3.4	6.0
Cc1c(C(=O)NC(=S)Nc2cccnc2)cccc1[N+](=O)[O-]	2.6	0.0	10.0	17.4	0.8	4.3	7.3	-12.0	-2.4
O=c1[nH]ncc(N/N=C/c2ccccc2)c1Cl	-0.6	0.0	14.6	-3.5	-0.2	5.2	7.4	7.5	-4.0
C=CCOc1cc(OC)c(OC)c(OC)c1	1.5	0.0	-1.6	4.2	0.0	1.9	-0.7	-4.7	-1.8
Cc1nc2c(C#N)cnn2c2c1CCNN2C	-0.4	0.0	0.8	6.2	0.0	-0.3	6.8	4.2	-2.8
Cn1c(SCC(=O)c2cccs2)nnc1-c1ccco1	1.9	3.0	5.3	7.8	0.1	-2.0	-1.4	0.8	-8.3
Cc1c(Cl)cccc1NC(=O)CC1Sc2ccccc2NC1=O (stereo not given)	2.3	2.0	-0.8	-0.5	0.2	-6.8	-3.2	-6.4	1.6
NC(=O)CSc1ccc(Br)cc1	1.5	3.0	-0.7	10.2	-0.2	-3.1	1.8	-0.2	-4.3
Cn1c(=O)c2c(nc(NCCNC(=O)c3ccco3)n2Cc2ccccc2Cl)n(C)c1=O	-2.6	0.0	7.7	3.1	0.0	-0.5	9.3	7.3	-0.6
CCOc1cccc(/C=N/Nc2ccc(S(=O)(=O)N(CC)CC)cn2)c1O	0.0	0.0	10.7	0.0	0.0	-1.1	6.2	-3.4	-2.2
O=[N+]([O-])c1cc(C(F)(F)F)ccc1Cl	.	0.0	3.5	7.6	0.0	.	3.9	2.1	-5.2
CN(C)CCOCCP(=O)(c1ccccc1)c1ccccc1	-1.4	0.0	-2.0	-5.3	-0.2	6.2	0.5	-7.0	0.4

Laid out differently: entries from further up.
Below each SMILES – MEX-5 binding, GRK2 aptamer HTS, MCL1 BIM primary, VLA-4 inh, Efflux pump mplx, Fam108B counter, Bcl-xL primary, GLD-1 TGE inh, PME-1 primary
Cc1nc2c(C#N)cnn2c2c1CCNN2C
  -0.4, 0.0, 0.8, 6.2, 0.0, -0.3, 6.8, 4.2, -2.8
O=[N+]([O-])c1cc(C(F)(F)F)ccc1Cl
  ., 0.0, 3.5, 7.6, 0.0, ., 3.9, 2.1, -5.2

(further entries)
SMILES	MEX-5 binding	GRK2 aptamer HTS	MCL1 BIM primary	VLA-4 inh	Efflux pump mplx	Fam108B counter	Bcl-xL primary	GLD-1 TGE inh	PME-1 primary
CC(=O)N1CCN=C1SCc1ccc(Cl)cc1	-1.9	0.0	-1.3	2.8	0.2	0.9	0.9	0.4	1.0
C/C(=N/OC(=O)c1ccc(C)cc1)c1cccs1	-2.3	2.0	14.3	8.4	0.0	0.1	5.6	-7.3	3.3
CCCOc1ccc(C(=O)Nc2cccnc2)cc1	2.2	0.0	-0.6	8.8	0.1	-5.2	-2.0	0.4	-8.7
CCCCCCN1CC(=O)N2Cc3[nH]c4ccccc4c3C[C@H]2C1=O	0.3	1.0	-2.9	1.5	-0.1	-0.3	0.6	4.0	3.9
Cc1nn(-c2cc(C)c3ccccc3n2)c2c1C1C(C2)C1(C)C (stereo not given)	-3.7	0.0	-1.1	17.7	0.0	-0.8	-2.7	0.1	-5.2
COc1ccc(OC)c(Nc2ccc(Nc3cc(OC)ccc3OC)nn2)c1	-2.3	0.0	4.7	-8.4	0.2	5.3	4.3	11.2	6.7
CC(C)N(Cc1ccccc1)C(=O)COC(=O)c1ccc(S(=O)(=O)N2CCOCC2)cc1	.	3.0	.	0.0	0.1	.	.	3.1	.
CSc1nc(=O)n2cccc(C)c2n1	-1.2	3.0	2.6	-3.0	-0.2	6.3	0.4	2.2	-8.9
Cc1nn(-c2ccccc2)c(-c2ccccc2[N+](=O)[O-])c1C(=O)O	0.9	0.0	-2.5	6.1	0.0	3.9	0.1	0.9	-4.4
O=c1/c(=C/c2ccc([N+](=O)[O-])cc2)sc2n1CCCN=2	2.5	0.0	16.3	11.5	-0.1	7.7	11.4	-2.9	0.2
Cc1cccc2sc(NS(C)(=O)=O)nc12	1.2	0.0	-2.3	-4.0	0.0	-3.5	1.5	-1.9	-1.7
CCn1nc(C)c(Br)c1-c1nc(-c2cccc(C)c2)no1	0.8	0.0	1.7	-1.9	0.3	-2.3	0.1	-1.2	-2.2
CC(C)N1CCc2c(sc(NC(=O)c3nc4ccccc4s3)c2C(N)=O)C1	-3.7	0.0	-1.5	-16.7	-0.2	2.4	-0.5	-20.1	-0.7
CC(C)c1ccc(OCC(=O)NC2CCCC2)cc1	1.8	0.0	2.8	-4.0	9.2*	2.5	2.7	-3.5	1.0
COc1cc(C(=O)N/N=C(\C)Cn2nc([N+](=O)[O-])cc2C)ccc1O	-0.4	4.0	6.5	7.0	0.0	1.6	4.7	3.9	-5.2
Cc1ccc(/C=N/NC(=O)CNC(=O)Cc2ccccc2)o1	-0.1	0.0	-3.0	-0.9	-0.1	1.3	1.8	5.3	-6.8
O=C(NCc1cccnc1)NC1(c2ccccc2)CC1	0.8	0.0	4.9	6.9	-0.1	-0.2	2.2	1.0	1.8
COc1ccccc1N1CCN(C2CC(=O)N(c3ccc(Cl)cc3)C2=O)CC1 (stereo not given)	2.1	2.0	-1.7	1.9	0.1	-6.9	-1.6	-7.4	0.5
O=C(Nc1ncc([N+](=O)[O-])s1)c1ccco1	4.2	2.0	-6.1	-10.1	0.0	0.5	-5.3	-6.2	2.5
COC(=O)c1cccc(NC(=O)c2onc3c2CCCC3)c1	0.6	0.0	0.6	-8.7	-1.2	0.2	8.8	6.3	-3.2
O=C(NCC(c1cccs1)N1CCOCC1)c1cc(-c2ccc(F)cc2)nc2ccccc12 (stereo not given)	-0.2	0.0	-7.6	-16.2	0.1	-4.6	1.4	-1.6	0.3
CN(C)S(=O)(=O)N(CC(=O)Nc1cccc(F)c1)c1ccccc1	1.4	0.0	3.5	-5.1	-0.6	4.7	0.7	5.7	-0.6
O=C(Nc1cc(S(=O)(=O)N2CCOCC2)ccc1N1CCOCC1)c1ccc(Cl)nc1	0.3	0.0	5.2	-1.3	0.0	3.9	3.7	1.6	2.4
COC(=O)Nc1cc(C)nc2ccccc12	0.2	1.0	-2.4	5.0	0.1	-0.9	2.6	0.7	-3.6
NC(=O)N/N=C/c1coc2ccc(O)cc2c1=O	-0.9	0.0	-6.0	-17.4	0.0	2.6	4.2	7.4	12.2
C/C(=N\NC(=O)c1ccc(CSc2nncn2C)cc1)c1cccs1	-1.3	5.0	-2.9	1.2	0.0	3.5	2.4	1.2	1.0
N#Cc1cc(S(=O)(=O)c2ccc(Cl)cc2)c(N)[nH]c1=O	0.0	2.0	6.2	2.0	0.0	-6.0	5.2	-0.1	0.7
C=CCSc1nnc(-c2ccc([N+](=O)[O-])cc2)o1	-1.0	8.0	-10.9	5.6	0.1	0.3	-2.8	-5.3	-3.4
CC(C)(C)n1nnnc1C(c1cc2cc3c(cc2[nH]c1=O)OCCO3)N1CCSCC1 (stereo not given)	-1.1	3.0	2.0	-10.8	0.1	-2.8	3.2	3.7	0.1
COc1ccc(CCNC(=O)c2ccccc2SC)cc1	-2.2	0.0	-1.6	1.3	-0.2	7.9	-2.2	-4.4	8.2
Cc1cccc(C(=O)Oc2ccc(/C=N/NC(=O)c3ccc(O)cc3)cc2)c1	2.0	6.0	.	20.0	0.0	.	.	.	.
Clc1ccc(-c2nnc(-c3ccc(Br)cc3)c(N3CCSCC3)n2)cc1	-0.3	0.0	2.4	10.5	0.3	-0.5	1.1	4.1	1.8
COC(=O)c1ccc(NC(C(=O)OC)C(C)C)c([N+](=O)[O-])c1 (stereo not given)	1.3	0.0	-0.5	-2.6	-0.1	2.9	3.4	0.9	-0.9
O=C(COC(=O)Cc1n[nH]c(=O)c2ccccc12)NNC(=O)c1ccc(Cl)cc1	.	3.0	-2.4	-6.8	-0.2	.	8.4	4.6	0.5
COC(=O)[C@@H](N)Cc1ccc(O)cc1	0.6	1.0	1.8	11.6	0.0	3.6	0.8	-0.7	4.4
CCn1ncc(/C=C/C(=O)C2CC2)c1C	1.1	1.0	-1.6	-0.3	-0.1	0.9	0.7	3.5	-3.0
Cc1cc(=O)oc2cc(NC(=O)c3ccccc3OC(F)F)ccc12	-1.2	0.0	13.0	20.3	0.2	-2.1	20.1	9.6	-2.1
COC(=O)C(Cc1c[nH]c2ccccc12)NC(=O)C(=O)c1c[nH]c2ccccc12 (stereo not given)	-2.6	0.0	0.2	-4.1	-0.4	-1.1	3.7	2.1	18.6
O=C(c1cc2ccccc2o1)N1CCN(Cc2ccc3c(c2)OCO3)CC1	-0.3	0.0	4.0	-11.9	-0.3	4.5	2.6	3.3	7.2
Cc1ccc2c(c1)C(c1ccc(O)cc1)(c1ccc(O)cc1)C(=O)N2C	0.7	2.0	2.9	4.8	0.0	-1.1	4.8	6.6	-0.3
CC(C)(C)NC(=O)C1CCCN(S(=O)(=O)c2cccc3cccnc23)C1 (stereo not given)	-0.5	2.0	-5.8	8.8	0.0	-5.0	-3.6	-6.5	-3.7
CCOC(=O)C1=C(C)N=c2s/c(=C/c3ccc(OCC(=O)O)cc3)c(=O)n2C1c1ccc(F)cc1 (stereo not given)	-8.8	0.0	19.2	-0.3	-0.1	2.3	14.2	-4.4	-5.7
NC(=O)c1cccn1-c1ncc(C(F)(F)F)cc1Cl	-1.4	0.0	0.2	26.4	-0.3	0.4	1.6	2.0	3.0

Some of the compounds tested, so the mix of outcomes need not match the whole.
